Nrf2 block – Nrf2 qHTS screen for inhibitors | A549 ARE-Fluc reporter, luciferase luminescence, 18-24 h | Potency, µM (top dose mostly 46 µM), for inactives: at the highest dose activity change, negative = inhibition, actives largely listed as inhibitors | actives 2.1% (n = 360,000); note: potency is the fitted concentration of half-maximal effect; % is set by controls: 0 for no effect and ±100 for the full control effect; nearly all actives have a fitted effect of over 60% in size
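Two sequential reads on A549 ARE_Fluc cells exposed to compound for 18-24 h: a CellTiter-Fluor fluorescence read for viability, then a luciferase luminescence read for Nrf2/ARE activity.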
CCT chaperon mod – High-Throughput Screening for Modulators of Cytosolic Chaperonin Activity | purified chaperonin ATPase assay, HTRF ADP detection, 30 min | activity change, % (test concentration not listed), hits read low | actives 0.3% (n = 360,000); in the data active = activity change below about -30%; note: % is set by controls: 0 for no effect and ±100 for the full control effect
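Enzyme 40 or 20 nM (batch-dependent) in Tris pH 7.4/KCl/MgCl2/DTT; cpd 76 uM single point; ATP 10 uM; 30 min 37 °C; Transcreener ADP HTRF detection, 30 min RT; ratio 665/615.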
Abeta rescue – qHTS for compounds that reverse cellular toxicity of Amyloid beta (A-beta) peptide in yeast: Primary Screen; yeast expressing A-beta42, growth rescue, OD600, 48 h; response scale: 0% DMSO, 100% iron-clioquinol control; Potency, µM (titrated, usually from 46.1 µM), for the others: at the top dose growth rescue, actives largely listed as activators; actives 0.063% (n = 410,000); note: potency is the fitted concentration of half-maximal effect; nearly all actives have a fitted effect of over 55% in size
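Yeast growth medium received pinned compounds, then yeast cells expressing toxic A-beta were added; plates incubated at 30 C for 48 hr. Growth read as absorbance at 600 nm, normalized to DMSO and equimolar FeCl3 plus clioquinol controls.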
HepG2 viability – qHTS for Inhibitors of TGF-b: Cytotox Counterscreen; HepG2 CAGA-GFP viability, ATP luminescence, 18 h; Potency, µM (doses to about 46.1 µM), inactives show at the top dose activity change, negative = cytotoxicity, actives largely listed as cytotoxic; actives 0.76% (n = 410,000); AID 588856, 2011; note: potency is the fitted concentration of half-maximal effect; some results filed as inactive show a strong effect at the top dose
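CellTiter-Glo luminescence gave cytotoxicity after 18 hours at 37 degrees C. The cells were HepG2 CAGA-GFP in 1% FBS DMEM, stimulated with 500 pg/mL TGF-beta after compound addition. %Activity was normalised to no-cell wells (complete cell-killing) and DMSO (no toxicity), and curves were fitted and classified.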
A549 tox – Nrf2 qHTS screen for inhibitors: counterscreen for cytotoxicity. A549 ARE-Fluc cells, CellTiter-Fluor viability, 18-24 h. Potency, µM (doses to about 46 µM), for inactives: at the top dose activity change, negative = cytotoxicity, hits mostly inhibitors. actives 0.16% (n = 390,000). AID 504648, 2011; note: potency is the fitted concentration of half-maximal effect; % is set by controls: 0 for no effect and ±100 for the full control effect
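A549 ARE-Fluc cells in 5% FBS OPTI-MEM, 5000 cells/well, rested 2 h then exposed to compounds in concentration-response for 18-24 h at 37 °C. Viability by CellTiter-Fluor fluorescence (Ex 405/Em 525) after 30 min; luciferase luminescence (BugLite, 15 min, RT) read afterwards.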
MmCpn inh – Inhibitors of TCP-1 ring complex (TRiC) of Methanococcus maripaludis (MmCpn): qHTS. purified Mm-Cpn ATPase, ADP Transcreener TR-FRET. Potency, µM (series often up to 76.9 µM), without a hit: at the top dose activity, negative = inhibition, most hits filed as inhibitors. actives 0.031% (n = 330,000). AID 504842, 2011; note: potency is the fitted concentration of half-maximal effect; % is set by controls: 0 for no effect and ±100 for the full control effect; nearly all actives have a fitted effect of over 80% in size
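Quantitative HTS used 25 nM Mm-CPN and 10 uM ATP in magnesium/KCl Tris buffer, pH 7.4, with 1 mM DTT. Hydrolysis ran 30 min at 37°C; ADP was read by HTRF.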
TGFb SMAD3 inh – qHTS for Inhibitors of TGF-b. HepG2 CAGA-GFP TGF-b/SMAD3 reporter, GFP fluorescence, 18 h; TGF-beta stimulated, 500 pg/mL final. Potency, µM (doses to about 46.1 µM), for the others: top-dose activity, negative = inhibition, actives largely listed as inhibitors. actives 1.2% (n = 410,000); note: potency is the fitted concentration of half-maximal effect; % is set by controls: 0 for no effect and ±100 for the full control effect; nearly all actives have a fitted effect of over 65% in size
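First, reporter cells (HEPG2 CAGA-GFP) rested 2 h at 37 degrees C. Next, compounds were pinned in and TGF-beta added to 500 pg/mL final. After 18 h, GFP was imaged per cell and summed per well.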
Akt phos inh – HTS Assay for Inhibitors of Akt Phophorylation: Primary Screen; Neuro2A IGF-stimulated pAkt S473 HTRF, 20 min; active compounds read low; activity change, % for hits at 50 µM; actives 0.32% (n = 360,000); AID 651550, 2012; in the data active = activity change below about -80%; inconclusive = mostly about -51% to -80%; note: % is set by controls: 0 for no effect and ±100 for the full control effect
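Single-point screen (50 µM final compound) in Neuro2A cells stimulated 20 min with 6 nM IGF at 37 deg C. After lysis, Ser473-phosphorylated Akt read by HTRF (ex 330 nm, em 615/665 nm) as the 665/615 ratio.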
Nrf2 activator – qHTS of Nrf2 Activators; AREc32 ARE-luciferase reporter (MCF7-derived line), luminescence, 24 h; Potency, µM (doses to about 46.1 µM), inactives show at the highest dose activation, most hits filed as activators; actives 0.31% (n = 410,000); note: potency is the fitted concentration of half-maximal effect; % of control where 0% means no effect; nearly all actives have a fitted effect of over 65% in size
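Luciferase luminescence (Steady-Glo, 30 min at room temperature) served as the read-out of ARE activation in AREc32 cells treated with compounds for 24 hr at 37 deg C.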
Starred values were filed as active, the others as inactive; i = inactive; u = inconclusive; x = not tested or not shown; & = joins results of further samples; ! = a repeat was not active; [ ] = dose if it differs, or a comment. Unless noted, calls come from the whole dose curve; as a rule, active = well fitted curve in the direction sought with a large enough effect; inconclusive = small, poorly fitted or top-dose-only effect, or another doubt; inactive = no such curve, though single readings can be large; an effect the other way counts as inactive or inconclusive.

SMILES	Nrf2 block	CCT chaperon mod	Abeta rescue	HepG2 viability	A549 tox	MmCpn inh	TGFb SMAD3 inh	Akt phos inh	Nrf2 activator
CCN(C(=O)/C=C/c1ccc(OC)cc1)C1CCCCC1	6%	-2.5	6%	-9%	-4%	5%	-5%	i	-0.1%
CC(C)CCNC(=O)[C@@H](Cc1ccccc1)NC(=O)CC[C@H]1O[C@@H](n2ccc(=O)[nH]c2=O)[C@H](O)[C@@H]1O	x	-2.0	-12%	-7%	x	x	1%	i	-0.2%
COc1ccc(/C=C(\C#N)c2nc(-c3cc4ccccc4oc3=O)cs2)cc1OC	-8%	x	1%	-2%	0%	x	-3%	x	-1.0%
Cc1sc2nc3n(c(=O)c2c1C)CCCS3	x	1.6	-27%	-22%	-1%	-7%	5%	i	0.1%
COc1ccc(S(=O)(=O)N(C)CC(=O)N2CCC(C(N)=O)CC2)cc1Cl	15%	-1.4	-4%	-2%	1%	0%	1%	i	-0.4%
CC1(C(=O)NS(=O)(=O)c2ccc(C#N)cc2)CCN1C(=O)C1(c2ccccc2)CCCC1 (centres undefined)	x	0.9	-4%	-20%	x	x	29%	i	0.6%[9.22 µM]
Cc1ccc(S(=O)(=O)N2CCC(C(=O)N[C@H](C(=O)NC3CCS(=O)(=O)C3)C(C)C)CC2)cc1 (some centres undefined)	u	-1.9	21%	-1%	15%	-3%	17%	i	-0.4%
Cc1ccc(C(=O)Nc2ccc(N3CCN(C)CC3)cc2)cc1	u	-2.3	-3%	-1%	-3%	-4%	1%	i	0.6%
CC(C)(CO)NCC(=O)Nc1cc(C(F)(F)F)cc(NC(=O)CNC(C)(C)CO)c1Cl	0%	0.5	17%	-6%	2%	1%	12%	i	-0.2%
C/C(=N\NC(=O)c1ccccc1C)c1ccc(NC(=O)c2cccs2)cc1	11%	-1.5	0%	8%	-10%	0%	-8%	i	3.8%
Cc1ccc(CC(=O)OC(C)C(=O)NC2CCCCC2C)cc1C (centres undefined)	-10%	-1.1	-18%	-35%	4%	-2%	-15%	i	-1.1%
CCN(CC)S(=O)(=O)c1ccc(Cl)c(C(=O)OCC(=O)c2c(N)n(C)c(=O)n(C)c2=O)c1	-5%	-1.1	-6%	-10%	0%	u	-23%	i	9.0%
Cn1ncc(Cl)c(Oc2ccccc2)c1=O	x	-5.0	-17%	25%	-5%	-2%	-14%	x	-0.8%
O=C(CCN1CCc2ccccc2C1)Nc1ccc2c(c1)OCO2	4%	-1.5	1%	-17%	17%	2%	0%	i	0.8%
CCCCC[C@H](C)N1C[C@@H](COCc2ccccc2)Oc2cc(N3CC[C@H](N(C)C)C3)ccc2S1(=O)=O	x	1.8	-14%	x	x	x	x	i	-3.5%
COc1ccc(OC)c(NC(=O)CS(=O)(=O)Cc2ccccc2)c1	0%	-0.2	8%	14%	1%	0%	20%	i	-0.6%
COCCN1C2=C(C(=O)CC(C)(C)C2)C(c2ccc(O)c(OC)c2)C2=C1CC(C)(C)CC2=O	10%	0.3	0%	-8%	-15%	-1%	-26%	i	-0.4%
O=C(CN1C(=O)NC(CCc2ccccc2)C1=O)Nc1cccc(Br)c1 (centres undefined)	4%	-1.6	6%	-20%	-1%	-1%	-8%	i	0.0%
CS(=O)(=O)N1CCN(C(=O)C2c3ccccc3Oc3ccccc32)CC1	x	-3.1	1%	-12%	0%	3%	-4%	x	-0.4%
CCOC(=O)C1(C)CCN1C(=O)c1csnn1 (centres undefined)	x	-0.7	-1%	0%	x	x	1%	i	0.0%[9.22 µM]
CCOc1ccccc1NC(=O)c1cccc2ccccc12	-29%	-1.5	0%	-15%	-19%	-3%	20%	i	4.8%
CCn1ccc2cc(S(=O)(=O)N3CCCN(C(=O)Nc4cccc(Cl)c4)CC3)ccc21	x	x	13%	-26%	-15%	x	u	x	0.4%
Cc1ccc2nc(-c3ccc4c(c3)NC(=O)CO4)cn2c1	u	0.4	-8%	-28%	-14%	-4%	27%	i	0.7%
COc1ccc(-c2cc3ccc(O)c(CN4CCN(CCO)CC4)c3oc2=O)cc1OC	x	x	-9%	-5%	u	x	x	x	7.5%
CCOc1cccc(CNc2ccc(O)cc2)c1OCc1ccccc1Cl	0%&-1%	3.0	-30%&-11%	16µM*!	3%&-10%	-9%	13µM*	i	u
CCOC(=O)c1ccc(NC(=S)N2CCN(S(C)(=O)=O)CC2)cc1	-28%	-3.6	-6%	9%	-17%	-1%	7%	i	0.0%
Cc1ccc(NC(=O)CN2CCN(S(=O)(=O)c3ccc(F)cc3)CC2)cc1C	-14%	-2.5	-8%	-3%	0%	2%	-9%	i	-0.4%
COc1ccc(CCN(C)C(=O)CCc2nnc(-c3ccccc3)o2)cc1OC	u	0.6	0%	-10%	1%	0%	-4%	i	6.3%
CC1=C(C(=O)OC(C)C)C(c2ccccn2)n2ncnc2N1 (centres undefined)	0%	1.5	6%	5%	0%	-2%	5%	i	0.4%
CCOC(=O)CNC(=O)CSc1ccc2nnc(-c3cccnc3)n2n1	6%	0.5	4%	-14%	5%	-1%	-4%	i	0.2%

Rewritten with two lines to a compound: three of the compounds above.
Fields: Nrf2 block	CCT chaperon mod	Abeta rescue	HepG2 viability	A549 tox	MmCpn inh	TGFb SMAD3 inh	Akt phos inh	Nrf2 activator
Cc1ccc(NC(=O)CN2CCN(S(=O)(=O)c3ccc(F)cc3)CC2)cc1C
    -14%	-2.5	-8%	-3%	0%	2%	-9%	i	-0.4%
COc1ccc(CCN(C)C(=O)CCc2nnc(-c3ccccc3)o2)cc1OC
    u	0.6	0%	-10%	1%	0%	-4%	i	6.3%
CC1=C(C(=O)OC(C)C)C(c2ccccn2)n2ncnc2N1 (centres undefined)
    0%	1.5	6%	5%	0%	-2%	5%	i	0.4%

Later entries:
SMILES	Nrf2 block	CCT chaperon mod	Abeta rescue	HepG2 viability	A549 tox	MmCpn inh	TGFb SMAD3 inh	Akt phos inh	Nrf2 activator
CC(C)C[C@H]1CN([C@@H](CC(C)C)CN2CCC[C@@H]2CN2C(=S)NC[C@@H]2Cc2ccc(O)cc2)C(=S)N1CC1CCCCC1	x	0.3	23%	-55%	x	x	u	i	-1.2%
CC1CN(C2=CC(=O)CCC2)CC(C)O1 (centres undefined)	2%	1.2	12%	-11%	2%	2%	1%	i	7.3%
Cc1ccc(S(=O)(=O)Cn2nnnc2C(c2ccccc2)N2CCN(c3ncccn3)CC2)cc1 (centres undefined)	-30%	-0.8	3%	-35%	-1%	-1%	-6%	i	0.4%
CCCC(=O)NC(Nc1ccccc1OC)C(Cl)(Cl)Cl (centres undefined)	-14%	-2.4	20%	0%	-7%	1%	-2%	x	-0.5%
Cc1ccc(NC(=O)CN2C(=O)S/C(=C/c3ccc(-c4cccc(C(=O)O)c4)o3)C2=O)cc1	11%	0.4	-1%	-1%	u	-1%	2%	i	2.7%[9.22 µM]
Cc1cccc(Cn2cccc2CNS(=O)(=O)c2ccc(Br)cc2)c1	x	x	2%	-107%	1%	x	16µM*	x	-0.4%
Cc1ccc(N2C(=O)CSC2c2ccc3c(c2)OCO3)cc1 (centres undefined)	3%	0.7	9%	15%	0%	-1%	-17%	i	3.0%
O=C(CNC(=O)c1ccco1)OCC(=O)c1cccc2ccccc12	13%	-1.1	16%	-5%	-2%	x	u	x	0.1%
C=CCOC(=O)C1=C[C@@H](c2coc3ccccc3c2=O)C[C@@H](OCCCCO)O1	8%	-1.3	-5%	-10%	-7%	x	-16%	i	4.4%
CCOC(=O)c1cc(-c2ccccc2)sc1NC(=S)Nc1cccc(C)n1	-13%	0.3	2%	-15%	5%	1%	8%	i	2.2%
Nc1ccc(Cl)c[n+]1Cc1cccc2cccnc12	-10%	-0.3	-9%	-41%	-7%	1%	-26%	i	-0.1%
Cc1ccc(C(=O)NC2CCC(C)CC2)o1 (centres undefined)	7%	-1.3	10%	-13%	6%	-2%	13%	i	1.2%
CCOC(=O)c1cnc2c(CC)cccc2c1NCCCN1CCOCC1	-19%	0.8	-13%	-53%	-13%	-2%	-3%	i	0.0%
Cc1ccc(S(=O)(=O)c2cn(CC(=O)Nc3ccc4c(c3)OCO4)c3ccc(C)cc3c2=O)cc1	2%	x	2%	2%	-1%	x	2%	x	-0.7%
Cc1oc2cc(OC(=O)c3ccco3)ccc2c(=O)c1-c1nc2ccccc2n1C	-19%	-0.2	-10%	2%	0%	-1%	5%	i	0.3%
C[C@H]1CN([C@@H](C)CO)C(=O)CCCn2nncc2CO[C@H]1CN(C)S(=O)(=O)c1ccc2c(c1)OCCCO2	x	1.4	-4%	7%	x	x	20%	i	2.7%
O=C(CC(c1ccco1)C1CCCCC1=O)c1ccccc1 (centres undefined)	u	-1.4	-14%	-24%	-14%	0%	-11%	i	0.3%
CCCN1CCN(C(=O)c2c(Cl)cnn2C)CC1	6%	0.6	-17%	10%	6%	-1%	-1%	i	0.0%
Cc1ccccc1C(=O)N1CCC(C(=O)NN2C(=O)NC3(CCCCC3)C2=O)CC1	2%	-2.0	20%	-8%	11%	0%	2%	i	-0.4%
CCC1Nc2ncnc(N3CCCCC3)c2N(Cc2ccc(C)cc2)C1=O (centres undefined)	-11%	2.3&1.7	3%&14%	-5%&-28%	-5%	-2%	u	i	1.2%&-0.4%

High-throughput results as filed in PubChem BioAssay.
